High-throughput results: PubChem BioAssay, several laboratories
M1 PAM – human M1 muscarinic receptor positive allosteric modulators, primary screen, CHO-K1 cells, Fluo-8 calcium fluorescence, 1536-well; CHO-K1 hM1, ACh EC20; 0% = ACh EC20, 100% = maximal ACh; 0.088% of 360,000 active; activation, % at 3 µM; Muscarinic acetylcholine receptor M1 (Homo sapiens), P11229; in the data active = activation above about 19%, passing the limit was not always enough
Target sequence (P11229 whole entry, looked up): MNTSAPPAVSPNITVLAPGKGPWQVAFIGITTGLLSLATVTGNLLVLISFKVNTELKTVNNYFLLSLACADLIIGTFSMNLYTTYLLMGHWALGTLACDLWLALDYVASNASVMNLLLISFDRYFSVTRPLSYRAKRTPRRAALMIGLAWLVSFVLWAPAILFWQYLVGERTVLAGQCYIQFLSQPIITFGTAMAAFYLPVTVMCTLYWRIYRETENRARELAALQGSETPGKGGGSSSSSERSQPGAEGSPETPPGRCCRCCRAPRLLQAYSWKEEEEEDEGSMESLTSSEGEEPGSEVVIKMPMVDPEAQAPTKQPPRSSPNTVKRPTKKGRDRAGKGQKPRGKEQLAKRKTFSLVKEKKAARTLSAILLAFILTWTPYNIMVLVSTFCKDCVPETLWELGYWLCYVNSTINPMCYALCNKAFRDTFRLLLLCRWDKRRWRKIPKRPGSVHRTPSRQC
CHRM1 antagonist – human M1 muscarinic receptor antagonists, primary screen, CHO-K1 cells, Fluo-8 calcium fluorescence, 1536-well; Muscarinic acetylcholine receptor M1 (Homo sapiens), P11229; CHO-K1 hM1, ACh EC80 antagonist; inhibition, % at 3 µM; 1.3% of 360,000 active;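 active = percent inhibition above its own plate's cutoff, namely the mean of that plate's compound wells plus 3 SD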;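 also: peak over basal fluorescence ratio during 140 s after agonist addition; 0% = ACh EC80 plus DMSO and 100% = DMSO alone without agonist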
M5 ag – human M5 muscarinic receptor agonists, primary screen, CHO-K1 cells, Fluo-8 calcium fluorescence. Muscarinic acetylcholine receptor M5 (Homo sapiens), P08912. CHO-K1 hM5 cells; 0% DMSO wells, 100% maximal acetylcholine response. activation, % at 3 µM. 0.19% of 360,000 active;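 active = activation above the run's mean over test compounds plus 3 SD, cut at about 23% in these data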;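 also: signal is peak over basal fluorescence ratio across the kinetic read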
M5 PAM – human M5 muscarinic receptor positive allosteric modulators, primary screen, CHO-K1 cells, Fluo-8 calcium fluorescence | Muscarinic acetylcholine receptor M5 (Homo sapiens), P08912 | CHO-K1 hM5, ACh EC20 PAM; 0% = ACh EC20, 100% = ACh EC100 | activation, % at 3 µM | 0.3% of 360,000 active | AID 624038, 2012;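 active = activation above the run cutoff, the mean activation of all test compounds plus 3 SD, cut at about 18% in these data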
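system = human M5 receptor in CHO-K1 cells | compound = one concentration, 3 µM final (nominal) | schedule = Post-acetylcholine fluorescence recording 140 s | signal = Fluo-8 calcium dye fluorescence, kinetic read | benchmarks = low control EC20 acetylcholine (0%), high control EC100 acetylcholine (100%) | repeats = singlicate, one well per test compound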
CHRM4 PAM – human M4 muscarinic receptor positive allosteric modulators, primary screen, CHO-K1 cells, Fluo-8 calcium fluorescence | Muscarinic acetylcholine receptor M4 (Homo sapiens), P08173 | CHO-K1 hM4/Gqi5, ACh EC20; 0% = ACh EC20, 100% = maximal ACh | activation, % at 3 µM | 0.4% of 360,000 active | AID 624126, 2012;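 active = activation above its plate's cutoff, the mean activation of sample wells plus 3 SD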; also: some results filed as inactive read as strong as hits
Target sequence (P08173 whole entry, looked up): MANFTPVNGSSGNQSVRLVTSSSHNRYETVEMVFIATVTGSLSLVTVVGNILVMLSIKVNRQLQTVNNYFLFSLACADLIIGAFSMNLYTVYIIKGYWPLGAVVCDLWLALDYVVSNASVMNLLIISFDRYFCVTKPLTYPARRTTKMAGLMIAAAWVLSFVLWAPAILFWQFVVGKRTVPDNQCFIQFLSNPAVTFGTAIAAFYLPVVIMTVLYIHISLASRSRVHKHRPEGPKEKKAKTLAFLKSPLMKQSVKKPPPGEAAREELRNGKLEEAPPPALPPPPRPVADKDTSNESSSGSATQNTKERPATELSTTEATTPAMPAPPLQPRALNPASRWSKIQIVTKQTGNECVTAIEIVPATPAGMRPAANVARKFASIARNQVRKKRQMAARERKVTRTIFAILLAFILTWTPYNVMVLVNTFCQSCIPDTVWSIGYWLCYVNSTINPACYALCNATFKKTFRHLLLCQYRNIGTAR
M5 antag – human M5 muscarinic receptor antagonists, primary screen, CHO cells, Fluo-8 calcium fluorescence. 0.59% of 360,000 active. CHO-hM5 cells, ACh EC80. AID 624040, 2012. inhibition, % at 3 µM;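 active = inhibition above a per-plate cutoff, the mean of that plate's test compounds plus 3 SD, cut at about 27% in these data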;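 also: 0% = acetylcholine EC80 with DMSO and 100% = DMSO without agonist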
CRFR2-BP ag – agonists of CRF-BP/CRF-R2 complex, primary screen, cell-based, HEK293, calcium dye fluorescence, uHTS; CRF-binding protein / CRF receptor 2 complex (human); calcium dye fluorescence (FLIPR); percent of saturating CRF peptide response; activation, % at 13.2 µM; 0.46% of 350,000 active;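 active = activation of at least 50%, plus an integration ratio under a set limit after plate pattern correction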;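 also: plate controls were neutral control wells without compound for no effect and CRF at EC100 for full effect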
CHRM4 antagonist – human M4 muscarinic receptor antagonists, primary screen, CHO cells, Fluo-8 calcium fluorescence. 0.73% of 360,000 active. inhibition, % at 3 µM. AID 624125, 2012. CHO-hM4 cells, ACh EC80;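 active = inhibition above its plate's cutoff, the mean inhibition of sample wells plus 3 SD, cut at about 27% in these data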;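 also: 0% = acetylcholine EC80 with DMSO and 100% = DMSO without agonist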
M4 ag – human M4 muscarinic receptor agonists, primary screen, CHO-K1 cells, Fluo-8 calcium fluorescence; CHO-K1 hM4/Gqi5; vehicle 0%, full acetylcholine response 100%; 0.14% of 360,000 active; activation, % at 3 µM;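 active = activation above the run mean over all test wells plus 3 SD, cut at about 32% in these data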;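 also: peak over basal fluorescence ratio per well then scaled between controls; 0% = DMSO wells and 100% = acetylcholine at EC100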
An asterisk follows results filed as active; · = not tested or not shown. Hits appear at their usual frequency; overall some 2.8% were active at least once.

1: CCC(C)(C)NC(=O)C(c1cccn1C)N(C(=O)Cn1nnc2ccccc21)c1ccc(OC)cc1 (stereo not drawn)
2: O=C(Cn1cccc1)NC1CCCCCC1
3: O=C(/C=C/c1ccccc1)N1CCN(C(=O)c2ccco2)CC1
4: Cc1ccc(OCC(=O)NCCCNC(=O)c2cccnc2)cc1C
5: Cc1ccc(C(=O)N/C(=C\c2cn(C)c3ccccc23)C(=O)N2CCOCC2)cc1
6: CC1=C(C(=O)OC(C)C)C(c2cccc(F)c2)n2ncnc2N1 (stereo not drawn)
7: COc1ccc(CCNC(=O)CSC2=Nc3ccccc3C3=NC(C(C)C)C(=O)N23)cc1OC (stereo not drawn)
8: O=C(O)c1ccccc1C(=O)Nc1ccc(-n2nc(C(F)(F)F)cc2C(F)(F)F)cc1
assay / entry	1	2	3	4	5	6	7	8
M1 PAM	11	8	1	-3	2	-2	15	10
CHRM1 antagonist	-21	-7	-4	14	-3	-4	-16	-19
M5 ag	2	-6	-1	-1	-3	-2	-4	-8
M5 PAM	3	14	-7	2	-4	-5	11	7
CHRM4 PAM	6	24	10	4	1	2	2	-3
M5 antag	0	-9	6	7	5	2	-5	-1
CRFR2-BP ag	1.5	1.8	1.3	9.6	-0.9	-1.9	-7.6	2.9
CHRM4 antagonist	12	-11	-6	-1	-8	-7	5	4
M4 ag	0	1	2	2	2	1	1	1

9: O=C(N/N=C/c1ccc(O)cc1)c1cccc(N/N=C/c2ccc(O)cc2)c1
10: O=C(Nc1ccccc1)Nc1ccc2ccccc2c1
11: O=C(NC(=S)Nc1ccc(N2CCOCC2)cc1)c1ccccc1
12: Cc1ccccc1NC(=O)c1c(C)nn(-c2ccccc2)c1Cl
13: CCC(Sc1nc2ccsc2c(=O)n1-c1ccc(Cl)c(C)c1)C(=O)NCc1ccco1 (stereo not drawn)
14: O=C(O)C1(Nc2ccc(Br)cc2)CCCC1
15: O=C(CCc1nnc(Cc2cccc(C(F)(F)F)c2)o1)NC1CC1
16: COc1ccc(C(=O)Nc2ccc(N3CCN(C)CC3)cc2)cc1[N+](=O)[O-]
assay / entry	9	10	11	12	13	14	15	16
M1 PAM	17	-13	10	10	1	10	11	-10
CHRM1 antagonist	-11	21	0	-11	2	-5	-10	16
M5 ag	2	3	2	-3	-5	0	-2	-5
M5 PAM	-5	-33	1	4	-8	-5	-2	-5
CHRM4 PAM	1	-21	1	4	-13	-1	0	2
M5 antag	8	33*	-9	-4	1	9	5	8
CRFR2-BP ag	-0.1	4.4	16	-3.1	-0.2	3.2	0.2	-4.0
CHRM4 antagonist	-5	2	-6	-3	2	-6	-4	12
M4 ag	-1	16	2	1	2	1	2	1

17: CCc1ccccc1Oc1nc(NCCOC)nc2cc(-c3ccccc3)sc12
18: Cc1ccc(C(=O)N/C(=C\c2ccco2)C(=O)NCCCN2CCOCC2)cc1C
19: O=C(CSc1nc2ccccc2o1)Nc1nc2c(s1)CCCC2
20: O=[N+]([O-])c1cc(C(F)(F)F)ccc1NCCc1ccccn1
21: Cc1ccsc1/C=N/NC(=O)c1cccc(S(=O)(=O)Nc2ccccc2Cl)c1
22: COc1ccc(CCCC(=O)NCC(=O)N/N=C/c2cc(Cl)ccc2OC)cc1
23: CC(C)Nc1ccc(-n2nc3ccccc3[n+]2[O-])cc1
24: COc1ccc(C2C(C(C)=O)=C(O)C(=O)N2Cc2cccnc2)cc1 (stereo not drawn)
assay / entry	17	18	19	20	21	22	23	24
M1 PAM	10	-4	-10	-6	7	6	6	13
CHRM1 antagonist	-14	10	15	12	-5	-6	-4	-19
M5 ag	-1	-2	1	-3	-1	-4	-3	4
M5 PAM	-1	-3	-23	0	0	-4	1	2
CHRM4 PAM	-2	2	-28	-8	-3	-2	-6	8
M5 antag	1	11	15	4	2	3	7	7
CRFR2-BP ag	·	-0.1	3.9	-2.7	-1.0	0.1	-0.7	-0.2
CHRM4 antagonist	-4	2	6	5	9	0	-28	-5
M4 ag	0	-1	8	2	2	5	2	1

25: COc1cccc(C(=O)O/N=C(\N)c2ccccn2)c1
26: CC(=O)n1cc(C2CC(=O)OC3=C2CC(=O)C(C)(C)C3)c2ccccc21 (stereo not drawn)
27: COc1ccc(C2C(C(=O)O)CC(=O)N2c2ccc(OC)cc2)cc1 (stereo not drawn)
28: O=C(c1ccc2[nH]c(=O)c(=O)[nH]c2c1)N1CCN(Cc2ccccc2)CC1
29: Cc1cccc2c1cnn2C(=O)CCC(=O)NCC(C)c1ccccc1 (stereo not drawn)
30: CC1CC(C)CN(C(=O)c2ccncc2)C1 (stereo not drawn)
31: CNC(=S)N/N=C(\C)c1ccc(Cl)c(Cl)c1
32: CC(=O)NC1(C(F)(F)F)C(=O)Nc2c1c(=O)n(C)c(=O)n2C (stereo not drawn)
assay / entry	25	26	27	28	29	30	31	32
M1 PAM	0	4	-3	2	7	3	-1	0
CHRM1 antagonist	-10	-8	-2	-2	-13	-3	9	4
M5 ag	-2	1	-1	-3	0	-3	1	1
M5 PAM	5	-3	-4	-3	-8	2	2	8
CHRM4 PAM	-2	5	2	-2	6	16	-6	5
M5 antag	15	15	-6	7	6	-5	6	2
CRFR2-BP ag	0.2	-1.5	-0.3	1.4	-2.0	0.3	-5.8	0.9
CHRM4 antagonist	-1	4	-3	4	-22	-11	1	-8
M4 ag	1	0	0	0	1	1	0	0

33: O=C1CC(Nc2ccccc2)C(=O)N1c1ccc(N2CCOCC2)cc1 (stereo not drawn)
34: Cc1ccc(N2CC(C(=O)Nc3ccc(S(=O)(=O)NCC4CCCO4)cc3)CC2=O)cc1 (stereo not drawn)
35: Cc1cc(C(C#N)c2cccc(Cl)c2)n2ncnc2n1 (stereo not drawn)
36: Cc1ccc(-n2c(SCC(=O)c3c(N)n(C)c(=O)n(C)c3=O)nc3sc4c(c3c2=O)CCCC4)c(C)c1
37: CS(=O)(=O)N(CC(=O)N1CCN(Cc2ccccc2)CC1)c1cccc([N+](=O)[O-])c1
38: Cc1cc(=O)[nH]c(S/C=C/c2ccccc2)n1
39: COCCCn1c(=O)c2ccccc2n2c(=S)[nH]nc12
40: O=NN1CCN(c2ccncc2S(=O)(=O)N2CCCCC2)CC1
assay / entry	33	34	35	36	37	38	39	40
M1 PAM	10	5	1	7	2	4	9	9
CHRM1 antagonist	-19	-12	8	-11	-9	-3	-13	-9
M5 ag	5	-4	1	-3	0	1	-1	-5
M5 PAM	15	-6	-11	1	-4	-3	1	3
CHRM4 PAM	7	3	7	-3	4	1	-6	2
M5 antag	-17	4	8	-6	7	0	0	12
CRFR2-BP ag	1.9	1.4	0.6	2.1	-1.0	-0.8	-1.9	5.4
CHRM4 antagonist	-9	-15	9	1	-8	-2	9	-5
M4 ag	2	0	4	2	3	-2	0	1

41: CN(CC(=O)Nc1cccc(F)c1)C(=O)CCN1C(=O)C2CC=CCC2C1=O (stereo not drawn)
42: CCC(=O)Nc1ccc(S(=O)(=O)Nc2cccnc2)cc1
43: CCN(CC)C(=O)c1cccc(NC(=O)CCc2nc3sc4c(c3c(=O)[nH]2)CCCC4)c1
44: O=[N+]([O-])/C=C1/CCCCCN1
45: Cc1cc(OCC(=O)NC2CCN(Cc3ccccc3)CC2)c2c(C)cc(=O)oc2c1
46: Cc1c(C(=O)O)cccc1-n1c(C)cc(/C=N/Nc2ccc([N+](=O)[O-])cn2)c1C
47: C=C(CN(C)C)C(=O)c1cc(C)ccc1C
48: CC(CN(C)Cc1nc(Cc2cccc(C(F)(F)F)c2)no1)CN1CCCC1 (stereo not drawn)
assay / entry	41	42	43	44	45	46	47	48
M1 PAM	9	7	-2	5	4	4	10	-3
CHRM1 antagonist	-4	-11	7	-9	-1	-8	-24	-1
M5 ag	0	3	3	-3	-6	3	3	-9
M5 PAM	1	1	2	9	1	-1	0	-4
CHRM4 PAM	-1	0	-1	9	-6	-9	-1	-3
M5 antag	9	-3	9	-12	-7	-7	2	-2
CRFR2-BP ag	0.8	1.0	3.6	-0.5	1.0	0.4	4.4	0.4
CHRM4 antagonist	9	-10	-4	1	-12	-8	-2	0
M4 ag	2	2	2	1	1	0	1	1

49: CCCCc1nnc(SCC(=O)Nc2nccs2)n1CC
50: CC(=O)N1C(C(=O)O)Cc2c([nH]c3ccccc23)C1C (stereo not drawn)
51: CCC(C)N(C(=O)c1csnn1)C(C(=O)NCc1ccc(F)cc1)c1ccccc1F (stereo not drawn)
52: CCOC(=O)C1=C(CC)Nc2ccccc2N=C1NC(=O)c1cccc(S(=O)(=O)N2CCCC2)c1
53: N#Cc1c(NC(=O)c2cccnc2)sc2c1CCC2
54: COCCn1c(SCC(=O)NCc2ccccc2)nc2ccccc21
55: CCOCCn1ccc2c(OCC(=O)NCc3ccccc3)cccc2c1=O
56: CC(C)(C)C1CCC(=NNc2ncc(C(F)(F)F)cc2Cl)CC1 (stereo not drawn)
57: CC1(C(=O)NCc2ccccc2Br)CCN1C(=O)Cc1ccc(-c2ccccc2)cc1 (stereo not drawn)
assay / entry	49	50	51	52	53	54	55	56	57
M1 PAM	4	6	5	-6	4	8	-1	-4	0
CHRM1 antagonist	-4	-17	-5	0	-20	-2	-1	-2	-4
M5 ag	0	-5	-3	-15	-3	-2	0	-2	2
M5 PAM	12	-3	-4	-24	-1	3	-1	-3	-4
CHRM4 PAM	-2	5	-4	-12	2	1	4	0	-2
M5 antag	-6	-7	18	6	-2	1	1	3	4
CRFR2-BP ag	-0.9	1.9	-0.2	0.9	0.0	-1.9	-0.5	0.4	·
CHRM4 antagonist	6	-8	14	7	0	-3	-8	-7	5
M4 ag	0	0	0	2	1	-1	3	1	9

Shown with values ahead of the structure: 4 of the compounds above.
item	M1 PAM	CHRM1 antagonist	M5 ag	M5 PAM	CHRM4 PAM	M5 antag	CRFR2-BP ag	CHRM4 antagonist	M4 ag	smiles
51	5	-5	-3	-4	-4	18	-0.2	14	0	CCC(C)N(C(=O)c1csnn1)C(C(=O)NCc1ccc(F)cc1)c1ccccc1F (stereo not drawn)
55	-1	-1	0	-1	4	1	-0.5	-8	3	CCOCCn1ccc2c(OCC(=O)NCc3ccccc3)cccc2c1=O
57	0	-4	2	-4	-2	4	·	5	9	CC1(C(=O)NCc2ccccc2Br)CCN1C(=O)Cc1ccc(-c2ccccc2)cc1 (stereo not drawn)
54	8	-2	-2	3	1	1	-1.9	-3	-1	COCCn1c(SCC(=O)NCc2ccccc2)nc2ccccc21

Single records, as listed above.
CC1(C(=O)NCc2ccccc2Br)CCN1C(=O)Cc1ccc(-c2ccccc2)cc1 (stereo not drawn) across the screens: M1 PAM: 0; CHRM1 antagonist: -4; M5 ag: 2; M5 PAM: -4; CHRM4 PAM: -2; M5 antag: 4; CRFR2-BP ag: ·; CHRM4 antagonist: 5; M4 ag: 9
CCOCCn1ccc2c(OCC(=O)NCc3ccccc3)cccc2c1=O across the screens: M1 PAM: -1; CHRM1 antagonist: -1; M5 ag: 0; M5 PAM: -1; CHRM4 PAM: 4; M5 antag: 1; CRFR2-BP ag: -0.5; CHRM4 antagonist: -8; M4 ag: 3
